# PrPC surface inh = inhibitors of human cell surface prion protein PrPC; AID 720596; 0.43% of 370,000 active; TR-FRET read-out; inhibition, % at 13.8 µM; P04156; in the data active = inhibition above about 24%; also: 0% = median of the test wells and 100% = reference compound wells
# BoNT A protease = inhibitors of Botulinum neurotoxin A light chain protease; multiplex microsphere protease substrate cleavage, flow cytometry; inhibition, % at 10 µM; 0.17% of 360,000 active; also: plate controls were buffer without enzyme for full effect and enzyme alone for no effect
# MazF activator = activators of E. coli MazEF toxin-antitoxin RNase. P0AE70. FAM/BHQ RNA-DNA oligo cleavage fluorescence, 5 h. activation, % at 20 µM. 0.32% of 350,000 active. AID 504720; in the data active = activation above about 50%
# Target sequence (P0AE70 whole entry, looked up): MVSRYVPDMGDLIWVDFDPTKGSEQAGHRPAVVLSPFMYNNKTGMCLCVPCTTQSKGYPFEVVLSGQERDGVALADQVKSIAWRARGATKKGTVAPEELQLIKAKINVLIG
# BoNT-F LC inh = blocks Botulinum neurotoxin F light chain protease. 0.22% of 360,000 active. Multiplex microsphere protease cleavage assay, flow cytometry. inhibition, % at 10 µM; in the data active = inhibition above about 35%, passing the limit was not always enough; inconclusive = no clear call, values can overlap the other calls; also: plate controls were buffer without enzyme for full effect and enzyme alone for no effect
# Anthrax LF prot = anthrax lethal factor protease inhibition; multiplex microsphere protease cleavage assay, LF; inhibition, % at 10 µM; 0.12% of 360,000 active; P15917; also: plate controls were buffer without enzyme for full effect and enzyme alone for no effect
# Target sequence (P15917 whole entry, looked up): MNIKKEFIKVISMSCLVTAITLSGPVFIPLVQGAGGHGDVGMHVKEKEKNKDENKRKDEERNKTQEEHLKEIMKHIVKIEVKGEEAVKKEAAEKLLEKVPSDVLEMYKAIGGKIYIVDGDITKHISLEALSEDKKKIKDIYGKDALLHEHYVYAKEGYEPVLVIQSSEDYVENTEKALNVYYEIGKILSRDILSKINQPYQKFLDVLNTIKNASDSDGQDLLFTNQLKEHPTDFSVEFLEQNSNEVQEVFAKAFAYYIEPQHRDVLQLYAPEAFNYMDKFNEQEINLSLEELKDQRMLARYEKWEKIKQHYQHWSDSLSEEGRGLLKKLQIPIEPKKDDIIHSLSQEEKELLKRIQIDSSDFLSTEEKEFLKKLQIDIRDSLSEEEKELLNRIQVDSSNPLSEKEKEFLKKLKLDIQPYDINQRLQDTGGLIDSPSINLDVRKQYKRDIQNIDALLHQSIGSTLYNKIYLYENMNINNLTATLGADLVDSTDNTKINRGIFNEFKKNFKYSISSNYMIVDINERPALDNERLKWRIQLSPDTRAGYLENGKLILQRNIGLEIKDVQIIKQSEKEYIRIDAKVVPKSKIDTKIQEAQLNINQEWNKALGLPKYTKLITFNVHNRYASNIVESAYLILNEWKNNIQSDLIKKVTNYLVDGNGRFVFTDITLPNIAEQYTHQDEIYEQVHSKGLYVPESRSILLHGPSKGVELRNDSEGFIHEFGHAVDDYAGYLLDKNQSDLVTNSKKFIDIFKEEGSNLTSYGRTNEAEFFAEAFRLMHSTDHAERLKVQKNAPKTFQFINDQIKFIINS
# Rv3671c inh = inhibitors of M. tuberculosis serine protease Rv3671c | P9WHR9 | inhibition, % at 5.96 µM | 0.048% of 320,000 active | AID 2606; in the data active = inhibition above about 38%;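 also: extracellular domain of Rv3671c used as enzyme; 0% = enzyme with DMSO and 100% = no enzyme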
# SARS 3CLpro inh = SARS-CoV 3CLpro protease inhibition | P0C6X7 | recombinant SARS-CoV 3CLpro, quenched FRET peptide cleavage | inhibition, % at 6 µM | 0.14% of 290,000 active; in the data active = inhibition above about 12%
# VHR inh abs = inhibitors of human VHR1 phosphatase (DUSP3); P51452; recombinant VHR phosphatase, pNPP absorbance; inhibition, % at 13.3 µM; 0.52% of 290,000 active; AID 1654; in the data active = inhibition above about 50%; also: some compounds called inactive have numbers as strong as hits
# Target sequence (P51452 whole entry, looked up): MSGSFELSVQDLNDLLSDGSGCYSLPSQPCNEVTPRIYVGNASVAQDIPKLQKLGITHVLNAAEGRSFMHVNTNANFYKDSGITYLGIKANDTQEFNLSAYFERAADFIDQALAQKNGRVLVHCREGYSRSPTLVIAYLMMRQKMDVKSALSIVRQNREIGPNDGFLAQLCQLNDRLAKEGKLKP
# PriA SSB inh = inhibitors of Klebsiella pneumoniae PriA binding to SSB C-terminal tail; AlphaScreen SSBct-PriA binding, biotinylated peptide; inhibition, % at 33 µM; 0.6% of 430,000 active; AID 1272365; in the data active = inhibition mostly above about 37%, no sharp cut-off; inactive = mostly below about 20%;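 also: plate controls were negative control peptide for no effect and reference peptide for full effect; strong numbers were not always called active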
# CCHF vOTU inh = blocks the CCHF virus ovarian tumor domain protease; CCHFV vOTU protease, Pep-AMC fluorescence; inhibition, % at 11.5 µM; 0.55% of 370,000 active; in the data active = inhibition above about 30%; also: 0% = vehicle wells with enzyme and 100% = no enzyme wells
# Starred values were filed as active, the others as inactive; ? = inconclusive; · = not tested or not shown; & = joins results of further samples. Rule as the data show it, unless noted: active = inhibition above about 30%; inconclusive = no clear call, values can overlap the other calls; inactive = below that. Not all compounds are listed, so the mix of outcomes need not match the whole.
Compound	PrPC surface inh	BoNT A protease	MazF activator	BoNT-F LC inh	Anthrax LF prot	Rv3671c inh	SARS 3CLpro inh	VHR inh abs	PriA SSB inh	CCHF vOTU inh
COc1cccc(N(C(C)=O)c2nc(C)cc(C)c2C#N)c1	0	2.4	2	3	3	0	-6	-1	3	-2
Cc1nnc(-n2cnc3ccccc32)c2ccccc12	5	0.5	1	-1	-3	2	-3	6	-14	-5
CC(=O)c1ccc(NC(=S)NCCc2cccc(Cl)c2)cc1	-1	0.5	12	-1	-2	-10	3	8	-17	4
C=C(C)CSC1=C(C#N)C(c2ccccc2Cl)CC(=O)N1 (centres undefined)	2	0.4	-3	1	2	·	-1	7	-5	5
NC(N)=NS(=O)(=O)c1ccc(N/C=C/C(=O)c2ccc(Cl)c(Cl)c2)cc1	-4	1.5	-44	10	5	-11	1	18	-8	1
COCCCNCCCCOc1ccc(Br)cc1Cl	-4	1.0	3	-1	-1	8	-3	-13	2	3
CCC(=NCc1cccnc1)c1c(O)n(-c2ccc(C)cc2)c(=O)[nH]c1=O	17	-2.2	6	?	-5	5	-1	0	-3	-7
COc1cc(CC(CC(=O)O)CC(C)OCc2ccccc2)cc(OC)c1 (centres undefined)	3	0.3	-2	1	1	0	10	-4	-10	11
CCC(C)C(=O)Nc1nnc(SCC(=O)Nc2ccc(F)cc2)s1 (centres undefined)	7	-1.1	-3	-5	-2	-2	-1	8	-19	-8
CCC1CCCCN1Cc1ccc(CNC(=O)CCc2nnc3ccc(N4CCCCC4)nn23)o1 (centres undefined)	1	1.6	7	3	1	-1	1	18	5	15
Cc1cc(C)n(-c2ccc(C(=O)OCc3nnc(-c4ccccc4)o3)cc2)n1	4	-0.3	1	-19	-1	0	4	-7	-15	8
Cc1nc(CNS(=O)(=O)c2ccc(F)cc2)cs1	8	-1.1	13	-17	6	·	4	-2	-4	-6
C=CCN(Cc1nc(-c2ccccc2)no1)C(=O)c1ccco1	3	-0.1	9	-21	-2	-18	-1	-2	-14	-4
Cc1ccc2nc(Cl)c(C3CC(c4cccs4)=NN3C(=O)CCC(=O)O)cc2c1 (centres undefined)	-3	0.1	-1	4	-1	-6	-4	7	-4	-3
CCOC(=O)c1ccc(-c2ccc(N3C(c4cccc(OC)c4)=Cc4ccc(F)cc4C3CC(C)=O)cc2)cc1F (centres undefined)	1	13	·	6	18	·	·	·	·	9
CCC(C)Sc1nnc(NC(=O)C2CCN(C(=O)c3ccco3)CC2)s1 (centres undefined)	2	-0.5	-5	-13	-11	3	3	20	-15	3
COc1ccc(OC)c(S(=O)(=O)Nc2cc3c4c(c2)C(C)C(=O)N4CCC3)c1 (centres undefined)	1	-0.8	2	4	-2	9	·	·	0	6
CNC(=O)C1C2C=CC3(O2)C1C(=O)N(CCOC)C3C(=O)NCc1ccc(OC)cc1 (centres undefined)	-2	1.8	7	-11	-1	1	-1	15	-22	-1
CCc1ccc(-c2nc(CS(=O)CC(=O)NC3CC3)c(C)o2)cc1 (centres undefined)	3	2.0	10	1	2	0	2	0	-12	14
Cc1ccc2[nH]c3c(=O)n(CC(=O)NCCCN4CCN(c5ccc(F)cc5)CC4)ncc3c2c1	9	0.1	-29	-2	-3	-2	-1	-32	13	-5

# More results.
Compound	PrPC surface inh	BoNT A protease	MazF activator	BoNT-F LC inh	Anthrax LF prot	Rv3671c inh	SARS 3CLpro inh	VHR inh abs	PriA SSB inh	CCHF vOTU inh
CCc1ccc(CN2CCCC(CNC(=O)c3cc(OC)cc(OC)c3)C2)cc1 (centres undefined)	-24	-1.7	5	-12	-6	3	2	-23	-9	18
Cc1csc(=Nc2ccccc2)n1C	4	1.0	4	-2	-2	-4	4	16	-3	-1
O=C(CNC(=S)NC(=O)c1ccc(Cl)cc1)c1ccccc1	6	-0.9	-8	-1	-5	4	1	5	-7	15
c1csc(C2=Nn3c(nnc3-c3ccncc3)SC2)c1	-23	-0.6	4	-1	2	3	-7	7	-9	7
O=C(NN=C1c2ccccc2-c2ccccc21)c1ccccc1	-10	-0.5	-2	-2	-8	-10	·	·	1	-10
CC(/C=N\NC(=O)c1ccc(C)nc1)=C\c1ccccc1	-10	-0.2	-1	-4	3	-2	0	-11	·	2
Cc1ccc(Cc2c(-c3ccco3)nc3ccc(C)cn23)cc1	8	0.1	·	6	1	·	·	·	·	12
CC(C)(C)C(=O)N1CCC(O)(CS(=O)(=O)Cc2ccccc2)CC1	-6	-0.3	14	-4	-5	3	2	9	5	-13
CCCCSc1nnc(-c2cc3c(C(F)(F)F)nn(C)c3s2)n1C	-1	-1.7	-15	5	-5	-17	2	19	-1	10
CCCc1n(CC(O)COC2CCCCC2)c2ccccc2[n+]1C (centres undefined)	-3	-0.3	-10	-6	0	3	-1	8	-5	-7
C=CCOc1ccc(/C=N/NC(=O)CC(=O)NC2CCCCC2)cc1	5	0.7	514*	-26	6	7	-1	-10	·	-7
Cc1cccc(C)c1OCC(=O)Nc1ccccc1N1CCCCC1	0	1.0	-7	10	1	-4	-2	0	-11	0
CCc1cccc2c(C(=O)CN3C(=O)C(=O)N(C4CCCC4)C3=O)c[nH]c12	-5	1.0	1	1	-4	5	·	·	-7	5
CN=C(C)c1c(O)c2ccccc2oc1=O	-4	0.6	4	7	-3	-7	-3	-12	-7	20
COc1cccc(N2CCN(C(=O)c3ccc(CSc4nc5ccncc5[nH]4)cc3)CC2)c1	14	0.1	7	-7	-11	5	4	-4	11	-6
CC(C)(C)n1cnc(C(N)=O)c1N	2	-0.7	-16	-4	-4	3	1	-2	-6	-5
CCCCOC(=O)c1ccc(NC(=S)NC(=O)c2c(Cl)cnn2C)cc1	4	-0.2	-3	-19	-1	-4	5	20	-20	10
COc1cc2oc(=O)ccc2cc1[C@H](O)[C@@H](O)C(C)(C)O	5	-0.1	3	0	3	13	·	·	-7	-30
CC(=O)NC(c1ccccc1)c1nc(-c2cccc(C#N)c2)cs1 (centres undefined)	-5	-0.5	·	-4	1	·	·	·	·	-1
CCCN(c1ccc(OCC)cc1)S(=O)(=O)c1ccc2c(c1)CCN2C(=O)CCC(=O)O	8	-1.8	2	0	1	-3	10	30	-11	-5

# The listing continues:
Compound	PrPC surface inh	BoNT A protease	MazF activator	BoNT-F LC inh	Anthrax LF prot	Rv3671c inh	SARS 3CLpro inh	VHR inh abs	PriA SSB inh	CCHF vOTU inh
Cc1ccc(CC(=O)Nc2cccc(S(=O)(=O)N3CCOCC3)c2)cc1	1	-3.6	-3	-5	-4	5	-3	0	-7	-3
CCC(=O)c1ccc(OCC(=O)OCC(=O)N(C)CC(=O)Nc2ccc(F)cc2)cc1	8	3.7	1	?	5	-2	·	·	-10	-7
O=c1c(OC2OC(CO)C(O)C(O)C2OC2OC(CO)C(O)C(O)C2O)c(-c2ccc(O)cc2)oc2cc(O)cc(O)c12 (centres undefined)	-2	-1.2	6	-25	-6	6	·	6	2	6
CCOC(=O)c1[nH]c2ccccc2c1NC(=O)C1CCCCC1	-1	0.1	10	1	-4	-3	-2	9	-9	-8
O=C(NCC1CCCO1)C1CCN(C(=O)c2ccc(Cl)cc2)CC1 (centres undefined)	1	0.9	4	-1	-11	4	2	-2	-8	-3
NS(=O)(=O)c1ccc(CNS(=O)(=O)c2cc(C(=O)O)ccc2Cl)cc1	-4	-0.5	0	0	2	10	1	26	-12	1
O=C(NCCc1ccc(Cl)cc1)c1cnccn1	7	-0.7	2	-11	-2	2	3	13	-2	-13
COc1cc(C(=O)N2CCN(c3ncnc4sc(C)c(C)c34)CC2)cc(OC)c1OC	3	1.3	-4	7	-1	7	-1	0	3	9
CCCn1c(O)c(N=NC(=O)CNC(=O)c2ccncc2)c2ccccc21	-47	0.8	8	-3	-1	-1	2	10	-3	22
CNC(=S)N1CCC(C(=O)c2ccc(Cl)cc2)CC1	3	0.2	-7	9	-3	·	·	·	·	-6
COC(=O)c1ccc(NC(=O)C[n+]2ccccc2)cc1	4	2.7	15	-11	-4	3	3	21	-8	-10
COC(=O)C1CN(C#N)N(c2ccc(Cl)cc2)C12c1ccccc1-c1ccccc12 (centres undefined)	·	0.2	-11	0	-6	2	2	12	24	·
Cc1cc(-c2n[nH]c(=S)n2/N=C/c2ccc(C)s2)n[nH]1	-11	0.7	-4	4	-2	4	3	0	·	7
CC1CCN(C(=O)c2ccc(NC(=O)c3ccccc3)cc2)CC1	-3	0.8	-3	9	5	6	-4	34	-6	6
CC(C)(CNC(=O)c1ccc(Br)o1)N1CCOCC1	-2	-3.8	-1	-7	-1	·	-1	1	-4	-8
Nc1nc(CSc2ncn(-c3ccccc3)n2)cs1	·	3.6	5	5	1	3	0	3	14	·
O=C(Cc1ccc(N2CCNC2=O)cc1)N1CCCC(Nc2ccc(F)c(F)c2)C1 (centres undefined)	13	-2.3	5	-10	3	4	-1	9	-9	4
Cc1ccc(NC(=O)c2c(F)cccc2Cl)cc1S(=O)(=O)N1CCOCC1	-3	-2.6	0	-1	-4	-4	·	·	0	1
Cc1ccc(NC(=O)c2ccc(Cl)c(S(=O)(=O)N3CCCCC3)c2)nc1	-2	0.1	0	-6	4	2	·	·	-2	-2
O=C(CN1CCC(C(=O)c2ccc(F)cc2)CC1)Nc1ccc(F)cc1	-1	-0.5	-7	6	-1	-2	1	31	-19	1

# (list continues)
Compound	PrPC surface inh	BoNT A protease	MazF activator	BoNT-F LC inh	Anthrax LF prot	Rv3671c inh	SARS 3CLpro inh	VHR inh abs	PriA SSB inh	CCHF vOTU inh
CCC(C)C(NC(=O)C1CCC(C)CC1)C(=O)NCc1ccccn1 (centres undefined)	2	0.3	0	-11	-1	-9	1	12	-6	7
Cc1cc(C)c2c(CC(=O)N(CCC#N)Cc3cccnc3)coc2c1	8	0.3	6	0	1	0	-2	9	2	1
O=C(CCCSc1nnnn1-c1cccc2ccccc12)c1ccc(F)cc1	6	0.5	-1	3	2	-11	2	28	-19	14
CC(=O)Oc1ccc(-c2cccc(C(=O)N(C)c3ccc(O)cc3)c2)cc1	-5	-1.7	-2	2	-1	-1	2	17	-7	3
Cc1c(Cc2ccccc2)sc(/N=C/c2c(O)ccc3ccccc23)c1C(N)=O	·	1.7	22	-10	-3	-12	-1	-7	·	·
CC(=O)c1c(O)cc(O)c(C(C)=O)c1O	·	-0.2	-5	-5	-3	-6	·	26	-8	·
NC(=O)C1CCN(CC(=O)Nc2ccccc2C(=O)NC2CC2)CC1	2	0.0	6	-2	2	5	·	·	0	-4
CC(NC(=O)c1ccccc1)C(=O)NC1=NCCS1 (centres undefined)	-3	-0.2	1	-9	-4	1	5	3	-12	-3
O=C(OCCNC(=O)c1ccc2ccccc2n1)c1ccc(F)cc1	8	?	1	-5	1	-6	7	39	-28	0
Cc1ccnc(NC(=O)CNC(=O)c2sc3ccccc3c2Cl)c1	3	0.2	-8	-3	0	-3	·	·	-2	-10
COCCn1c(=NC(=O)C(C)(C)C)sc2cc([N+](=O)[O-])ccc21	-3	-0.1	0	-2	0	-9	-1	-11	-8	-10
CCOc1ccc2nc(NCCO)[nH]c2c1	-3	-0.7	5	-4	-2	4	-2	27	-20&-5	5
N=C1/C(=C\c2ccc(-c3ccc(C(=O)O)cc3)o2)C(=O)N=C2SC=C(c3ccccc3)N12	1	0.5	-26	-3	-2	·	2	73	-6	-12
CCc1ccc2nc3nc(C)cc(C)c3c(N)c2c1	-23	2.7	14	-50	-20	-4	2	17	15	-86
COc1cccc(NC(=O)CCS(=O)(=O)c2ccc3c(c2)oc(=O)n3C)c1	-1	0.1	-1	-8	-1	4	1	6	-2	2

# Shown with two lines to a compound: entries from further up
# The line under a structure holds: PrPC surface inh | BoNT A protease | MazF activator | BoNT-F LC inh | Anthrax LF prot | Rv3671c inh | SARS 3CLpro inh | VHR inh abs | PriA SSB inh | CCHF vOTU inh
NC(=O)C1CCN(CC(=O)Nc2ccccc2C(=O)NC2CC2)CC1
→ 2 | 0.0 | 6 | -2 | 2 | 5 | · | · | 0 | -4
CC(=O)Oc1ccc(-c2cccc(C(=O)N(C)c3ccc(O)cc3)c2)cc1
→ -5 | -1.7 | -2 | 2 | -1 | -1 | 2 | 17 | -7 | 3

# Source: PubChem
